# Screening results: PubChem, The Scripps Research Institute Molecular Screening Center
# TAAR1 ag = human TAAR1 agonism. Q96RJ0. CHO RD-HGA16 TAAR1, Fluo-8 calcium fluorescence; vehicle wells 0%, saturating PEA agonist 100%. activation, % at 3 µM. 360,000 tested, 0.99% active;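 active = activation above the mean activation of all test compounds in the run plus 3 SD, cut at about 38% in these data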
# Target sequence (Q96RJ0 whole entry, looked up): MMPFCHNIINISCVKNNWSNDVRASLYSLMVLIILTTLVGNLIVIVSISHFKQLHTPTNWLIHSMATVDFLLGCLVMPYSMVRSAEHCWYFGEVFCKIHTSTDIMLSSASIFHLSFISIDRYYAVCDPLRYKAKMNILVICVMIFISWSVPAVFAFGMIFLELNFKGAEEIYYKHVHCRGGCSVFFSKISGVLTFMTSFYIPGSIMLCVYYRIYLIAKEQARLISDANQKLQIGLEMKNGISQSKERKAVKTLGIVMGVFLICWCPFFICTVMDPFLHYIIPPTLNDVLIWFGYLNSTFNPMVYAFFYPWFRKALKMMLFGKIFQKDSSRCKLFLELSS
#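 Assay system: CHO-derived RD-HGA16 cells with stable Gα16 and human TAAR1; timing: 17-24 h seeding, 75 min 37 °C dye, 30 min RT; read-out: % activation from peak over basal fluorescence ratio, DMSO-to-PEA scaled; measured by: kinetic Fluo-8 calcium fluorescence; benchmarks: low control DMSO, high control PEA (EC100); doses: 3 µM single concentration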
# CHO parental Ca = signal in parental CHO cells, OX1R antagonist counter-screen; parental CHO-K1, ATP-induced calcium, Fluo-8 fluorescence; inhibition, % at 5.6 µM; 330,000 tested, 0.63% active; AID 463079;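 active = inhibition above that plate's mean sample inhibition plus 3 SD, cut at about 26% in these data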;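 also: 0% = ATP-challenged DMSO wells and 100% = DMSO wells without ATP; some compounds past the cut are filed as inactive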
#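 Assay system: untransfected parental CHO cell line. Also added: ATP agonist challenge. Dosing: one dose, 5.6 µM nominal. Measured by: Fluo-8 fluorescence. Read-out: % inhibition. Benchmarks: ATP wells versus no-ATP DMSO wells. Repeats: no replicates.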
# TAAR1 antag = human TAAR1 antagonism | 360,000 tested, 1.5% active | CHO RD-HGA16 TAAR1, Fluo-8 calcium fluorescence, antagonist | Q96RJ0 | AID 624466 | inhibition, % at 3 µM;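 active = inhibition above a per-plate cutoff, the mean inhibition of test compounds on that plate plus 3 SD, cut at about 49% in these data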;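 also: 0% = DMSO plus EC80 beta-PEA response and 100% = DMSO alone without agonist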
#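 Material: RD-HGA16 CHO cells with stable hTAAR1 and Gα16; Dosing: single nominal final test compound concentration of 3 µM; Schedule: seeding 17-24 h prior, 75-min 37 °C, 30-min RT dye loading; Detection: kinetic Fluo-8 calcium fluorescence measurement; Measure: % inhibition from peak post-agonist over basal fluorescence ratio; Benchmarks: vehicle and agonist controls.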
# M1 ag = activates human CHRM1 receptor | P11229 | CHO-K1 hM1, Fluo-8 calcium fluorescence, agonist mode; 0% DMSO, 100% acetylcholine EC100 | activation, % at 3 µM | 360,000 tested, 0.33% active;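 active = activation above the run's mean compound activation plus 3 SD, cut at about 16% in these data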;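 also: peak over basal fluorescence ratio within a 140 s kinetic read after compound addition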
# CHO-K1 Ca antag = counter-screen for M1 antagonists: effect in parental CHO-K1 cells; ATP-induced calcium, Fluo-8 fluorescence; inhibition, % at 3 µM; 360,000 tested, 0.6% active; AID 602250;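 active = inhibition above a per-plate cutoff, the plate's mean sample inhibition plus 3 SD, cut at about 24% in these data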;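 also: 0% = DMSO plus EC80 ATP and 100% = DMSO alone without ATP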
# CHO-K1 Ca ag = nonselective activator or artifact in parental CHO-K1 cells. Fluo-8 calcium fluorescence; scaled to maximal ATP response, vehicle zero. activation, % at 3 µM. 360,000 tested, 0.48% active; in the data active = activation above about 15%;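 also: untransfected CHO-K1 host cells lacking M1 receptor as counterscreen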
# OXTR potentiator = potentiates the human oxytocin receptor response; CHO-OTR cells, Fluo-8 calcium fluorescence, potentiator mode; 0% = oxytocin EC15, 100% = EC100; 320,000 tested, 0.061% active; P30559; activation, % at 3 µM;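 active = activation above that plate's cutoff, the mean activation of tested compounds plus 3 SD, cut at about 6.6% in these data, passing the limit was not always enough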;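 also: 100% uses oxytocin at 75 nM as the full agonist control; some results filed as inactive read as strong as hits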
# Target sequence (P30559 whole entry, looked up): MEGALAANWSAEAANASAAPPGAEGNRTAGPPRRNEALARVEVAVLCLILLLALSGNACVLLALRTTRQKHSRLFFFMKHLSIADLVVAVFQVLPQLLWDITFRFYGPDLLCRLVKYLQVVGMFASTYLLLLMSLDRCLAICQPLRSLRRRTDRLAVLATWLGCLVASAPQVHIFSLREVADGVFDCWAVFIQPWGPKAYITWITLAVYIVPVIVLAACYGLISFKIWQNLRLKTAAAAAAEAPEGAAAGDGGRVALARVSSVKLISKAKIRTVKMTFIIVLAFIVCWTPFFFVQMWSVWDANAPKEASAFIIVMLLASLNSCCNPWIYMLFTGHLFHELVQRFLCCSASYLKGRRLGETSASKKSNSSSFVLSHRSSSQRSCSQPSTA
#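 Assay system: CHO cell line stably expressing human OTR | Also added: Oxytocin at about EC15, sub-maximal agonist stimulus | Times: Compound 6 min at room temperature before oxytocin, 100 s read | Measured by: Fluo-8 intracellular calcium fluorescence, ex 470-495, em 515-575 nm | Controls: EC15 oxytocin alone as 0%, 75 nM oxytocin as 100%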
# V1aR counter = counter-screen for oxytocin receptor agonists: human V1a receptor agonists. activation, % at 3 µM. P37288. CHO-V1R cells, Fluo-8 calcium fluorescence, agonist mode; 0% DMSO, 100% 3 nM vasopressin. AID 2797. 320,000 tested, 0.25% active;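 active = activation above the mean activation of all tested compounds plus 3 SD, per screening run, cut at about 20% in these data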;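 also: signal is peak over basal fluorescence ratio across a 100 second FLIPR read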
# M1 PAM parental = counter-screen for M1 PAMs: effect in parental CHO-K1 cells | ATP EC20, Fluo-8 calcium fluorescence; 0% at ATP EC20, 100% at ATP max | activation, % at 3 µM | 360,000 tested, 0.02% active;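 active = activation above the run cutoff, the mean activation of all test compounds plus 3 SD, cut at about 40% in these data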;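 also: peak over basal fluorescence ratio in a 140 s read after ATP addition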
# * marks the source's active call; other numbers are inactive results; · = not tested or not shown. Rows are unselected. Share with any hit: about 3.3%.
SMILES,TAAR1 ag,CHO parental Ca,TAAR1 antag,M1 ag,CHO-K1 Ca antag,CHO-K1 Ca ag,OXTR potentiator,V1aR counter,M1 PAM parental
O=C(CS(=O)CC(=O)Nc1cnc2ccccc2c1)Nc1ccc(Cl)cc1 (centres undefined),19,-1,-8,-4,-11,0.3,1,-0.3,-14
O=C(CSc1ccc(-c2cccnc2)nn1)N1CCCc2ccccc21,16,-9,-8,·,·,·,-13,-0.4,·
CCn1ccnc1CN1CCc2c([nH]c3ccccc23)C1C(C)(C)C (centres undefined),2,-9,-2,-14,12,23*,-24,-0.5,15
CCCCC#Cc1ccc(C(=O)NNC(=O)Nc2ccccc2)o1,11,35*,8,-4,-8,-0.2,-3,-0.5,5
CCn1nnc2cc(C(=O)Nc3cc(OC)cc(OC)c3)ccc21,0,-3,-5,-2,-10,0.6,0,-0.8,4
Clc1ccc(CO/N=C/c2cccs2)cc1,2,-8,-26,-3,-3,0.6,0,0.5,3
O=S(=O)(NCC(O)COCc1ccco1)c1cccs1 (centres undefined),3,-11,-2,-2,-1,0.0,1,1.5,6
CCc1cccc2c(C=C(C#N)C#N)cn(CC(=O)N3CCCC3)c12,8,-5,-9,-6,-17,0.9,-4,0.9,18
Cc1c(C(=O)N2CCN(c3ccccc3)CC2)oc2c(Cl)cccc12,4,-36,21,-1,-21,-0.3,-2,-0.5,13
O=C(NCCN1CCCc2ccccc21)C1CCC(=O)N(CCc2ccccc2)C1 (centres undefined),0,-17,-2,-5,12,0.3,6,-0.4,-16
CCc1nnc(NS(=O)(=O)c2ccc(NC(=O)CCC(=O)OC)cc2)s1,4,-4,-6,-1,-5,0.2,2,0.4,-8
COc1ccc(-c2nnn(CC(=O)N(CC(=O)NCCC(C)C)c3ccccc3)n2)cc1OC,3,-20,-4,-10,-14,1.2,0,1.6,12
Cc1cc(NC(=O)C(C)SCC(=O)Nc2cc(C(F)(F)F)ccc2N2CCCCC2)no1 (centres undefined),-1,-11,12,-6,-10,-0.5,-6,-0.6,14
COc1ccc(NC(=O)c2ccccc2C)cc1,1,4,5,-6,-12,1.1,-4,-0.1,19
Cc1onc(-c2c(Cl)cccc2Cl)c1C(=O)NCC1CCCO1 (centres undefined),2,-7,-24,-7,-10,0.2,4,-0.4,1
CCOc1ccc(/C=N/NC(=O)CC(=O)Nc2ccc(Cl)c(Cl)c2)cc1,1,-5,-13,-6,-1,0.4,-5,0.7,0
O=C1NC(Cc2ccccc2)c2nc3cc(Cl)ccc3c(=O)n2-c2ccccc21 (centres undefined),7,-12,29,·,·,·,-5,3.3,·
Cc1ccc(S(=O)(=O)N2CCN(C(=O)c3ccnn3C)CC2)cc1C,·,-6,·,-1,-19,1.2,-9,0.9,17
N#C/C(=C\c1ccc(-c2cccc([N+](=O)[O-])c2)o1)C(=O)N1CCOCC1,1,-12,7,1,11,-0.1,1,0.7,-14
CCc1nc2ccc(C(=O)O)cc2nc1CC,2,-5,-10,-5,-7,0.5,0,-0.1,13
COc1ccc(N(C)S(=O)(=O)c2cccc(C(=O)Nc3nc(C)cs3)c2)cc1,14,-12,37,-3,-6,7.7,-8,4.6,-2
Cc1cccc(N2CCN(S(=O)(=O)c3ccc4c(c3)n(C)c(=O)c(=O)n4C)CC2C)c1 (centres undefined),4,-9,-10,-4,-2,-0.6,-2,-0.3,11
Cc1ccc(-n2nc3c(c2NC(=O)CC(C)C)CS(=O)C3)cc1 (centres undefined),0,-12,6,-2,9,-0.1,-5,-0.8,2
O=C(CN1CCOCC1)Nc1ccc2c(c1)CCC2,1,8,-6,-3,7,-0.2,-6,-1.4,-20
COc1ccc(C2CC(c3ccc(C)cc3)Nc3ncnn32)cc1 (centres undefined),5,-8,-2,2,-2,1.0,3,2.4,8
CCCCCC(O)CCc1n[nH]c(=S)n1-c1ccccc1 (centres undefined),4,-16,10,-3,19,0.3,-12,2.4,-8
O=c1c(-c2ccccc2)c(O)c2ccccc2n1-c1ccccc1,2,0,-9,-1,-2,2.5,-14,1.5,-1
Cc1ccc(OCc2cc(C(=O)NCc3cc(F)ccc3C)no2)cn1,20,·,-1,10,-8,12,·,·,11
CCOc1ccccc1OCCCC(=O)Nc1ccc(Cl)c(S(=O)(=O)N2CCOCC2)c1,8,-15,21,-5,-13,3.4,-10,6.3,3
CCn1c(CNC(=O)c2cccc(C)c2)nnc1SCC(=O)Nc1cccc(OC)c1,6,-12,-1,-6,-25,-0.1,3,-0.3,-12

# Molecules above that have a cyano group (two):
SMILES,TAAR1 ag,CHO parental Ca,TAAR1 antag,M1 ag,CHO-K1 Ca antag,CHO-K1 Ca ag,OXTR potentiator,V1aR counter,M1 PAM parental
CCc1cccc2c(C=C(C#N)C#N)cn(CC(=O)N3CCCC3)c12,8,-5,-9,-6,-17,0.9,-4,0.9,18
N#C/C(=C\c1ccc(-c2cccc([N+](=O)[O-])c2)o1)C(=O)N1CCOCC1,1,-12,7,1,11,-0.1,1,0.7,-14

# Next results follow:
SMILES,TAAR1 ag,CHO parental Ca,TAAR1 antag,M1 ag,CHO-K1 Ca antag,CHO-K1 Ca ag,OXTR potentiator,V1aR counter,M1 PAM parental
Cc1cccn2c(=O)c3cc(C(=O)NCCN4CCOCC4)c(=N)n(Cc4ccc(F)cc4)c3nc12,-1,-17,-10,-4,-1,4.6,-2,0.3,-2
CCOCCCNC(=O)/C(C#N)=C/c1ccc(-c2ccc(S(=O)(=O)N3CCOCC3)cc2)o1,·,-12,·,-3,-1,3.9,-5,0.9,18
CCCCn1c(SCC(=O)OC)nc2c1c(=O)n(C)c(=O)n2C,0,-8,20,-5,-13,0.8,-6,-0.3,5
Cc1ccsc1CNC1C2CC3CC(C2)CC1C3 (centres undefined),0,4,-20,-7,-11,2.8,-11,0.8,20
CC(C)(C)C1CCC(C(=O)OCC(=O)N2CCOCC2)CC1 (centres undefined),3,-8,11,-6,-4,0.4,-4,1.4,2
COc1ccc(OC)c(NC(=O)C2(C)CCN2C(=O)C2(c3ccc(Cl)cc3)CCC2)c1 (centres undefined),0,·,0,-7,-11,0.5,·,·,13
CSc1ccc(CNc2nc3ccccc3n3cnnc23)cc1,2,2,-9,-2,-16,0.5,-5,0.0,15
Cc1ccc(C(=O)N2CCN=C2SCc2ccc([N+](=O)[O-])cc2)cc1C,1,-13,-6,-8,4,0.1,-9,0.7,-12
CN(C)S(=O)(=O)c1ccc(N2CCCC2)c(C(=O)Nc2ccccc2OC(F)F)c1,1,-13,-18,-6,-8,1.6,-6,-0.6,10
COc1ccc(Cl)cc1C(=O)OCC(=O)N1CCCC(C)C1 (centres undefined),3,-14,-2,-2,4,2.8,-6,0.5,7
CCOc1ccc(CCNC(=O)C2CCN(c3nn4c(=O)cc(C)nc4s3)CC2)cc1,-4,-24,-14,-7,-3,-0.6,-4,-1.9,11
CC1CCN(C(=O)c2cc3ccccc3cc2O)CC1,-1,-20,-27,-2,-13,1.8,-5,2.6,5
COc1ccc(C(=O)N[C@H](C(=O)NCc2ccco2)C(C)C)cc1,0,-15,-29,-7,-9,1.3,7,0.1,-5
COc1ccc(/C=C(/NC(=O)c2ccco2)C(=O)NCc2ccco2)cc1OC,-3,-15,-40,1,-5,-0.6,-3,3.8,-4
CCC(C)OC1OC(CO)C(O)C(O)C1NC(C)=O (centres undefined),0,0,11,0,-11,-0.5,-5,0.4,24
Cc1ccc2c(c1)[C@@H](O)C[C@@H](C)N2N=O,0,-6,-7,0,1,-0.3,-1,-0.1,17
CCCc1cc(=O)[nH]c(NCc2ccc(Cl)cc2)n1,20,-13,-5,-1,-1,0.5,-2,0.3,-5
CCC1CCCCN1CCCNC(=O)C1CCC(Cn2c(=O)[nH]c3ccccc3c2=O)CC1 (centres undefined),10,0,2,-7,-6,0.3,1,0.3,18
CC(C)(C)N1CC(C(=O)Nc2ccc(S(N)(=O)=O)cc2)CC1=O (centres undefined),5,-9,-8,-2,-12,0.6,-7,1.1,12
Cc1ccc(Oc2ccc(C=O)cn2)cc1,-2,-2,-7,-6,0,-0.4,-7,-1.4,9
COc1ccc(/C=N/Nc2nc(C)c([N+](=O)[O-])c(N(C)c3ccccc3)n2)cc1OC,5,-27,38,-4,4,0.2,-5,0.7,7
O=C(C[n+]1cc(Br)cc(Br)c1)c1cccc([N+](=O)[O-])c1,3,-10,14,-2,0,-0.6,-17,0.3,13
Cc1onc(-c2c(Cl)cccc2Cl)c1C(=O)N1CCCc2ccccc21,-2,-23,-13,-8,-23,1.3,0,-1.0,14
CC(Sc1nnc(-c2ccccc2)c(-c2ccccc2)n1)C(=O)N1CCc2ccccc21 (centres undefined),0,-12,-12,-13,-4,-0.2,0,0.4,14
CN=c1scc(C)n1/N=C/c1ccc(O)cc1,1,-3,-14,2,-4,0.3,-12,3.6,9
CCCCCn1c(=O)[nH]c2cc(C(=O)NCCCN(C)Cc3ccccc3)ccc2c1=O,5,-19,-9,-7,-14,2.6,5,1.9,23
Cc1cc(C)nc(NC(=O)c2cc(Br)ccc2Cl)n1,6,-4,-3,-5,-18,2.1,-10,0.5,24
CN(C)CC(C)(C)CNS(=O)(=O)c1cccc(Cl)c1Cl,11,-10,0,-7,8,0.1,-7,-0.6,-1
CC(C)n1cc(CN2CCC(n3nccc3NC(=O)CCCc3ccccc3)CC2)cn1,3,·,-13,-5,-2,0.0,·,·,4
COC(=O)c1cc(-c2c(-c3cc(OC)c(OC)c(OC)c3)noc2C)cc([N+](=O)[O-])c1,10,-14,-25,3,-4,-1.1,-6,-1.1,-13
C=C(C)CSc1nnc(-c2cccc(S(=O)(=O)N(C)C)c2)n1-c1cc(OC)ccc1OC,12,-29,20,-2,-4,0.1,6,-0.2,19
CC1CCN(S(=O)(=O)c2ccc(NC(=O)CCN3C(=O)c4ccccc4C3=O)cc2)CC1,·,-7,·,-5,-10,3.2,-7,3.8,-1
CC(C)C(C(=O)Nc1ccncc1)c1ccc(Cl)cc1 (centres undefined),54*,1,37,9,3,17*,-12,27*,8
CCN1C(=O)[C@@H]2[C@@H](c3ccc(-c4ccccc4)cc3)N3CCC[C@@]3(C(=O)OC)[C@@H]2C1=O,3,-19,17,-7,-23,0.7,6,0.1,25
COc1ccccc1C1(CC(=O)N2CCCCC2)CCOC(C(C)C)C1 (centres undefined),9,-20,-1,-7,-1,0.2,-3,-2.1,17
